Screening results (PubChem BioAssay)
Dyrk1A ADPGlo = blocks rat Dyrk1A kinase activity; AID 504441; Q63470; ADP-Glo luminescence, NFATc1 peptide; hit rate 0.43% among 310,000; inhibition, % at 12.5 µM; in the data active = inhibition above about 50%;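 note: plate controls were vehicle with enzyme for no effect and no enzyme for full effect; many of its hits are not listed in these tables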
HDAC3 inh = human HDAC3 inhibition. hit rate 0.15% among 320,000. O15379. inhibition, % at 8.3 µM. recombinant HDAC3, fluorogenic peptide/trypsin coupled, fluorescence; in the data active = inhibition above about 26%, passing the limit was not always enough; inconclusive = no clear call, values can overlap the other calls
AI-2 QS mod = Vibrio harveyi AI-2 quorum sensing modulation; hit rate 0.4% among 300,000; activity change, % at 7.5 µM; AID 2094; Vibrio harveyi JMH597 AI-2 luminescence/OD600 ratio, 9 h; active compounds read low; strain lacks LuxN and CqsS sensors; 0 = neutral-control median; in the data active = activity change below about -75%, passing the limit was not always enough; inconclusive = no clear call, values can overlap the other calls;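 note: luminescence divided by OD600 gain over 9 h not by final OD600 alone; inactives centre near 13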
Platelet DG rel = modulates dense granule release in human platelets; inhibition, %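 (compounds screened at 7.5 µM in platelet-rich plasma)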; human platelet-rich plasma, SFLLRN dense granule ATP release, luminescence; hit rate 0.22% among 300,000;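 active = mean replicate score, as percent of positive control, at or above 50; inconclusive = mean below 50 but at least one replicate at or above 50; inactive = mean and every replicate below 50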
HSP90 refold inh = blocks HSP90-mediated luciferase refolding in reticulocyte lysate; inhibition, % at 5.6 µM; hit rate 0.91% among 290,000; Rabbit reticulocyte lysate, luciferase refolding luminescence, 3 h;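 active = inhibition above the screen-wide mean plus 3 SD, computed separately per campaign, cut at about 16% in these data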;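 note: 0% = DMSO wells and 100% = 60 µM geldanamycin wells; inhibitors lower the luminescence because luciferase stays unfolded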
HSF1 activator = increases HSF-1 driven luciferase reporter signal. activation, % at 9 µM. AID 504408. NIH3T3-HGL HSF-1 luciferase reporter, MG132, 8 h; 100% = twice DMSO control signal. hit rate 1.7% among 300,000;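 active = mean replicate activation of at least 50% with a set share of replicates each reaching 50%; inconclusive = only one of those two conditions met; inactive = mean below 50% and too few replicates reaching it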;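 note: 0% = median of the neutral control wells and 100% = twice that signal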
PolyA inhibitor = yeast polyadenylation inhibition | S. cerevisiae SKY197-pL101 polyadenylation reporter, beta-gal luminescence; efflux-impaired pdr1/pdr3 knockout yeast; score 100 = 6 SD above DMSO | calls only at 12 µM | hit rate 0.02% among 300,000 | AID 1875;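 active = lowest replicate activity score at least 50, where 100 means six control SD above control mean; inconclusive = lowest score under 50 but half or more replicates reach 50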;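 note: yeast exposed to compound for 9 h at 30 °C; higher score means more reporter readthrough which indicates perturbed polyadenylation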
GSK3 alpha inh = inhibitors of human GSK-3 alpha kinase | ADP-Glo luminescence, 60 min | inhibition, % at 10 µM | hit rate 0.1% among 320,000 | AID 2650;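 in the data active = inhibition above about 50%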;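 note: GST-tagged GSK-3 alpha with peptide substrate and 25 µM ATP; 0% = DMSO neutral wells and 100% = GW8510 positive control wells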
Target sequence (P49840 whole entry, looked up): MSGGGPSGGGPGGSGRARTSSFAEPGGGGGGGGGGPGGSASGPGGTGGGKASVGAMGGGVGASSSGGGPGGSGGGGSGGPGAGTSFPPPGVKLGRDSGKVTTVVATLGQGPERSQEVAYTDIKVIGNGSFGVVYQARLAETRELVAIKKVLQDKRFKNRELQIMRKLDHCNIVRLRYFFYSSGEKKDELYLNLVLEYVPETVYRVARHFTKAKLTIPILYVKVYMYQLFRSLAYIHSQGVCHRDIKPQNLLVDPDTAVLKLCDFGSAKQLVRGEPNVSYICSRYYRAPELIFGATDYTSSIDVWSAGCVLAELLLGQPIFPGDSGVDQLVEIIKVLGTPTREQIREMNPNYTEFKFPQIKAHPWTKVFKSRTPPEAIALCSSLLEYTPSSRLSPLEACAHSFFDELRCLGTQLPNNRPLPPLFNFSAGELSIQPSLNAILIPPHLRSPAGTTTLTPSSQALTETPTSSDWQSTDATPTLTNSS
HSF1 inh = HSF1 inhibition | NIH3T3-HGL HSE-luciferase, MG132-induced, luminescence 8 h; active compounds read low | activity change, negative = inhibition, % at 7.5 µM (by protocol) | hit rate 0.77% among 300,000 | AID 2098;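 active = more than half of replicate wells show activity change below -50%, luminescence cut by over half; inconclusive = some wells, but at most half, below -50%; inactive = no replicate well below -50%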;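 note: luciferase reports HSF-1 transcriptional activity via heat shock element; 0% = median of DMSO wells and -100% = zero luminescence signal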
GSK3B inh = blocks human GSK3beta kinase activity. P49841. hit rate 0.038% among 300,000. GST-GSK3beta kinase, ADP-Glo luminescence, 60 min; active compounds read low. AID 2097. activity score (negative = inhibition), % at 10 µM;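 active = more than half of replicate wells score below -50%, meaning over 50% inhibition versus plate controls; inconclusive = some replicates but at most half score below -50%; inactive = no replicate scores below -50%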;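 note: 0% = median DMSO wells and -100% = median GW8510 positive control wells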
Target sequence (P49841 whole entry, looked up): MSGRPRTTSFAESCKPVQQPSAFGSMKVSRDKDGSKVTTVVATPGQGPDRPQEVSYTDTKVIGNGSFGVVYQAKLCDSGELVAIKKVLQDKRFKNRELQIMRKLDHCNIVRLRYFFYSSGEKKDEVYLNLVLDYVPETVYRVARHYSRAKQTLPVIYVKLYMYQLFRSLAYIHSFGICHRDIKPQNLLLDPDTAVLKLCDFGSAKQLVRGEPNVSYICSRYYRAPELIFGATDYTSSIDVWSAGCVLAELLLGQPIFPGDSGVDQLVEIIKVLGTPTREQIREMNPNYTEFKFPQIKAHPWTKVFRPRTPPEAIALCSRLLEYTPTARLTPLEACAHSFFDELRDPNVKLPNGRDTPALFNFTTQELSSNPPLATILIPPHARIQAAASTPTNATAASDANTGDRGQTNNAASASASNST
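test system = GST-tagged human GSK3beta kinase, cell-free | reagent = 25 µM ATP with peptide substrate | dosing = one dose of 10 µM per compound | schedule = 60 min reaction, RT | detection = luminescent ADP-Glo measurement of ADP formed | control set = DMSO neutral wells and GW8510 at 20 µM as positive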
The depositor's hits bear a star; i = inactive; ? = inconclusive; · = not tested or not shown. The list is partial. The share of hits here may be higher or lower than overall.

SMILES	Dyrk1A ADPGlo	HDAC3 inh	AI-2 QS mod	Platelet DG rel	HSP90 refold inh	HSF1 activator	PolyA inhibitor	GSK3 alpha inh	HSF1 inh	GSK3B inh
Cc1noc(C)c1-c1nc(CS(=O)(=O)c2ccccc2)no1	-8	11	5	0	2	15	i	6	2	0
Cc1ccc(-c2nnc(N3CCCCC3)c3ccccc23)cc1S(=O)(=O)NCC1CCCO1 (stereo not given)	8	6	15	-13	6	9	i	-4	1	-3
O=C(Nc1ccc2oc(=O)ccc2c1)c1cc2ccccc2o1	5	-1	-3	-1	-2	46	i	-2	29	1
Oc1ccc(C[C@@H]2CNC(=S)N2CCc2cc(C(F)(F)F)cc(C(F)(F)F)c2)cc1	3	11	28	-5	·	4	i	0	11	3
Cc1nc2cc(C(=O)OCC(=O)N(CC(C)C)C3CCS(=O)(=O)C3)ccc2n1-c1ccccc1 (stereo not given)	3	-4	20	0	-1	-7	i	-16	1	2
N#CC1=C(N)N(c2ncn[nH]2)C2=C(C(=O)CCC2)C1c1ccc(F)cc1 (stereo not given)	-5	-3	13	11	-1	-16	i	3	2	3
COc1ccc(CC(C)Nc2cccc(SC)c2)cc1 (stereo not given)	5	5	11	3	1	-68	i	0	-59*	0
CCCCn1c(C(C)NC(=O)CC)nc2ccccc21 (stereo not given)	1	·	36	-3	1	-61	i	1	?	1
CN(C)CC(C)(C)CNC(=O)c1cc(=O)c2ccccc2o1	7	-1	8	-1	-4	-11	i	0	-3	0
O=C(c1nnc(-c2ccncc2)o1)c1ccccc1Cl	3	·	13	7	-1	-2	i	1	-1	-4
COc1ccc(C2CC(C)(c3ccc(OC)cc3)Nc3ccccc3N2)cc1 (stereo not given)	1	11	2	2	-4	58*	i	1	38	-2
CC(=O)NC1C(Oc2ccccc2C)OC2COC(c3ccco3)OC2C1O (stereo not given)	0	-4	87	5	1	-8	i	-1	6	-2
COc1cc(-c2nnc(SCC(=O)N3c4ccccc4Sc4ccccc43)o2)cc(OC)c1OC	16	3	5	-1	1	-17	i	-4	-1	-8
O=C(CCc1cnccn1)NC1CCCc2c1cnn2-c1ccc(F)cc1F (stereo not given)	4	-1	19	6	4	3	i	0	0	2
CC1CC(C)CN(CCCNC(=O)c2ccc(CS(=O)(=O)Cc3ccccc3F)o2)C1 (stereo not given)	-5	-11	6	-1	-1	2	i	4	0	0
CCOCCCNc1nc2c(C)cccn2c(=O)c1/C=C1\SC(=S)N(C(C)CC)C1=O (stereo not given)	-6	11	17	13	0	1	i	-2	-9	0
CCN(CC)CCCN(Cc1cc2cc(OC)ccc2[nH]c1=O)C(=O)Nc1ccc(F)cc1	-2	3	9	-12	-1	-17	i	1	-1	-23
CC1SCC(=O)N(CC(=O)Nc2ccc3c(c2)OCO3)C1=O (stereo not given)	3	-3	-52	0	-3	11	i	-2	-2	-2
COc1cc2c(cc1OC)CN(C(=O)NS(=O)(=O)c1ccc(C)cc1)CC2	4	-5	19	9	-2	2	i	-1	-1	-1
CCOc1ccc(Cl)cc1CNCCCSc1nc(C)cc(C)n1	-1	3	2	-1	-1	13	i	0	1	4
COc1c(Cl)cnn(-c2ccccc2)c1=O	-3	-10	7	2	-3	11	i	0	-8	4
COc1ccccc1N1C(N)=NC(N)=NC1(C)C	-17	-7	-6	-1	-3	-9	i	-2	-3	-2
O=C(NO)c1ccccc1O	-5	2	7	-5	-3	-9	i	0	-8	-1
Cc1ccc(OCC(=O)NCCNC(=O)c2ccc(C)nc2)cc1	-3	1	24	2	-3	6	i	-1	-7	2
COc1ccc(CNC(=O)[C@H](C)NC(=O)N2CCn3c2nc2ccccc23)cc1	-5	-12	17	6	-1	6	i	-5	-5	0

Ordered by heavy-atom count (rising): part of the list above
SMILES	Dyrk1A ADPGlo	HDAC3 inh	AI-2 QS mod	Platelet DG rel	HSP90 refold inh	HSF1 activator	PolyA inhibitor	GSK3 alpha inh	HSF1 inh	GSK3B inh
O=C(NO)c1ccccc1O	-5	2	7	-5	-3	-9	i	0	-8	-1
COc1c(Cl)cnn(-c2ccccc2)c1=O	-3	-10	7	2	-3	11	i	0	-8	4
COc1ccccc1N1C(N)=NC(N)=NC1(C)C	-17	-7	-6	-1	-3	-9	i	-2	-3	-2
CC1SCC(=O)N(CC(=O)Nc2ccc3c(c2)OCO3)C1=O (stereo not given)	3	-3	-52	0	-3	11	i	-2	-2	-2
O=C(Nc1ccc2oc(=O)ccc2c1)c1cc2ccccc2o1	5	-1	-3	-1	-2	46	i	-2	29	1
N#CC1=C(N)N(c2ncn[nH]2)C2=C(C(=O)CCC2)C1c1ccc(F)cc1 (stereo not given)	-5	-3	13	11	-1	-16	i	3	2	3
COc1cc2c(cc1OC)CN(C(=O)NS(=O)(=O)c1ccc(C)cc1)CC2	4	-5	19	9	-2	2	i	-1	-1	-1
CC(=O)NC1C(Oc2ccccc2C)OC2COC(c3ccco3)OC2C1O (stereo not given)	0	-4	87	5	1	-8	i	-1	6	-2
COc1ccc(CNC(=O)[C@H](C)NC(=O)N2CCn3c2nc2ccccc23)cc1	-5	-12	17	6	-1	6	i	-5	-5	0
Oc1ccc(C[C@@H]2CNC(=S)N2CCc2cc(C(F)(F)F)cc(C(F)(F)F)c2)cc1	3	11	28	-5	·	4	i	0	11	3
CCOCCCNc1nc2c(C)cccn2c(=O)c1/C=C1\SC(=S)N(C(C)CC)C1=O (stereo not given)	-6	11	17	13	0	1	i	-2	-9	0
Cc1ccc(-c2nnc(N3CCCCC3)c3ccccc23)cc1S(=O)(=O)NCC1CCCO1 (stereo not given)	8	6	15	-13	6	9	i	-4	1	-3
Cc1nc2cc(C(=O)OCC(=O)N(CC(C)C)C3CCS(=O)(=O)C3)ccc2n1-c1ccccc1 (stereo not given)	3	-4	20	0	-1	-7	i	-16	1	2

Next entries.
SMILES	Dyrk1A ADPGlo	HDAC3 inh	AI-2 QS mod	Platelet DG rel	HSP90 refold inh	HSF1 activator	PolyA inhibitor	GSK3 alpha inh	HSF1 inh	GSK3B inh
COc1ccc(S(=O)(=O)NC(C)C(=O)NCc2ccccn2)cc1Cl (stereo not given)	2	-5	16	-37	-4	-6	i	1	3	3
COc1ccc(-n2c(=O)c3ccccc3n(CC(=O)NC3CCCCC3)c2=O)cc1	-1	-3	16	3	-1	4	i	1	-6	-1
CN(C(=S)NC(=O)c1ccc(F)cc1)C1CCCCC1	3	3	15	-5	2	-34	i	0	-13	-1
CCOC(=O)COc1cc(=O)n(CC)c2ccccc12	-1	6	37	2	0	-11	i	-4	8	0
CCCC(=O)Nc1ccc(NC(=O)c2ccco2)c(OC)c1	-10	?	25	16	1	3	i	-1	7	1
Fc1cccc(/C=N/n2c(C3CCCCC3)n[nH]c2=S)c1	-4	8	4	5	2	-10	i	-1	-12	-2
NS(=O)(=O)c1ccc(CCNc2nc(C(F)(F)F)nc3ccccc23)cc1	-4	6	·	-3	-2	12	i	3	-3	·
COc1cccc(CN(C(=O)c2ccccc2Br)C2CCS(=O)(=O)C2)c1 (stereo not given)	6	1	-3	6	-2	14	i	-1	-5	1
CC1CCN(C(=S)c2cccc([N+](=O)[O-])c2)CC1	-2	0	19	13	-2	-5	i	-3	-7	0
CC(C)(C)S(=O)(=O)c1cnc(N2CCCCC2)nc1N	0	-6	32	-4	1	10	i	-1	3	0
CCOC(=O)C1=C(C)N(c2ccccc2)C(=O)/C1=C\c1ccc(O)c(OC)c1	1	2	13	1	6	-14	i	0	3	3
CSc1ccccc1OCc1cc(C(=O)N2CCN(C3CCCC3)C(=O)C2)no1	5	5	14	2	-2	30	i	0	23	1
COc1cc2c(cc1NC(=S)Nc1cccc(C)c1)oc1ccccc12	7	-3	21	-7	1	10	i	-3	11	2
CC1(C)OC(C)(C)/C(=C/Nc2ccccc2)C1=O	-2	-9	1	14	2	7	i	-3	-4	-1
Cc1nc(-c2ccccc2)sc1-c1ccnn1C	0	-46	10	0	-3	32	i	1	8	-2
O=C(NCC1CCCCC1)c1cccc(S(=O)(=O)NCc2cccnc2)c1	·	-8	7	-2	-2	2	i	-4	-4	2
CC(=O)c1ccccc1OCCCOc1cccc2cccnc12	-4	3	35	2	4	23	i	0	16	1
C=CCNC(=O)c1onc(CSc2cc(C)ccc2C)c1C(=O)O	-16	-4	4	4	-10	-4	i	·	-1	-2
CCOC(=O)c1c(C)nc(-c2ccccc2)nc1N	-5	7	5	0	-4	46	·	1	21	-2
CC(C)C(C(=O)NCc1ccco1)N(CC1CCCO1)C(=O)CNS(=O)(=O)c1ccccc1 (stereo not given)	·	0	14	-6	-1	-9	i	-1	1	0
Cn1cc(C(=O)N2CCN(c3ccccc3)CC2)c(=O)c2cc(S(=O)(=O)N3CCCC3)ccc21	0	1	8	11	0	-4	i	-1	1	1
CC(=O)Nc1nnc(SCC(=O)NCc2ccc3c(c2)OCO3)s1	-5	-1	31	-11	-1	-10	i	-3	2	-1
COC(=O)c1ccc(OC)c(CN2CCCN(Cc3cc(C)ccc3C)S2(=O)=O)c1	-2	9	19	-8	3	0	i	0	1	2
CCOc1ncccc1C(=O)OCC(=O)NCCc1ccc(OC)cc1	-4	5	11	-4	-2	6	i	0	-1	-2
O=C(NCCC1=CCCCC1)C1CCN(S(=O)(=O)c2ccccc2)CC1	3	-6	-1	3	1	6	i	0	-5	1
COc1cccc(-n2c(SCC(=O)NC3CCCC3)nnc2-c2ccco2)c1	3	2	13	9	-3	14	i	1	5	2
O=C(NCCc1c[nH]c2ccccc12)/C(=C\c1cccnc1)NC(=O)c1ccccc1Br	0	1	·	-4	2	-6	i	-1	-14	-4
COc1ccc(C(=O)OCC(=O)NCc2ccco2)cc1OC	3	15	29	-3	2	6	i	2	4	4
CC(C)N(Cc1nc(-c2ccccc2)no1)C(=O)c1ccc2c(c1)OCO2	-2	1	22	-5	1	-55	i	-1	-46	-3
Cc1ccc(N2CCN(C(=S)Nc3ccccc3C)CC2)cc1	·	0	27	5	1	-5	i	-1	-1	-2
